# eIF4E 4G PPI: blocks eIF4E binding to eIF4G. P63073+Q04637. TR-FRET eIF4E-eIF4GI(517-606) binding, 2 h. inhibition, % at 21.7 µM. 220,000 tested, 0.37% active;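 active means inhibition above about 30%, limit read from the data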;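 further: 0% = full FRET control wells and 100% = background wells lacking eIF4GI fragment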
# EP2 mod: modulates human prostaglandin E2 receptor EP2 signaling; P43116; EP2-expressing cells, cAMP HTRF FRET, PGE2 co-stimulation; induction, % at 25 µM; 260,000 tested, 0.83% active; AID 940;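 active means compounds whose cAMP rise, as percent of the full-agonist control response, exceeds 60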;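 further: rat C6 glioma line stably carrying human EP2 under a CMV promoter; the protocol text gives 20 µM as final concentration; 100% = response of wells given 1 µM PGE2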
# Target sequence (P43116 whole entry, looked up): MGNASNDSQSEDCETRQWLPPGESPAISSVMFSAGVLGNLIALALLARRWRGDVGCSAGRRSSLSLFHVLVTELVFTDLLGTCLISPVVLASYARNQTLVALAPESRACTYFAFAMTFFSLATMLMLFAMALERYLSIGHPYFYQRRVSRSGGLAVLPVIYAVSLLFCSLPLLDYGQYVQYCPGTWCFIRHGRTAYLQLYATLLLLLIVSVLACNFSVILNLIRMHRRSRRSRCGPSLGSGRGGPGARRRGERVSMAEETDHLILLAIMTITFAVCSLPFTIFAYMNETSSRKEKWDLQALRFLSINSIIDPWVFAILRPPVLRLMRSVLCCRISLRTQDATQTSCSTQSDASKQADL
# L929 necroptosis: L929 zVAD cell death inhibition; L929 zVAD necroptosis rescue, ATP luminescence, 24 h; with zVAD 60 µM; viability rescue, % at 10 µM; 220,000 tested, 0.38% active;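 active means activation, scaled between plate controls, above about 75%, limit read from the data; inactive means activation under that limit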;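 further: 0% = zVAD with DMSO and 100% = DMSO alone without zVAD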
# Rad51 HR inh: blocks human Rad51 in homologous recombination; hRad51 DNA strand exchange, fluorescence dequenching; Q06609; AID 1385; inhibition, % at 10 µM; 200,000 tested, 0.085% active;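 active means inhibition above 40% at the single screening dose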;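 further: 0% = DMSO control wells and 100% = blanks with heterologous ssDNA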
#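 Material: human Rad51–ssDNA filaments; Probe or stimulus: labelled 47-mer dsDNA for strand exchange; Doses: single 10 µM dose; Incubation: 37 °C 15-min filament assembly, 30-min compound preincubation, 15-min exchange; Technique: FRET fluorescence dequenching, excitation 485 nm, emission 520 nm; Measure: Fluorescence-based percent inhibition, control- and blank-normalised; Benchmarks: plate control and blank wells.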
# PGE2 EP2 inh: blocks the human prostaglandin E2 receptor EP2. AID 1422. P43116. C6 glioma cells expressing human EP2, cAMP TR-FRET; cells stimulated with saturating PGE2. inhibition, % at 25 µM. 260,000 tested, 0.52% active;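 active means percent inhibition above 40 after rounding to a whole number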;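 further: rat C6 glioma host cells with rolipram phosphodiesterase inhibitor present; the protocol text gives 20 µM as final concentration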
# 14-3-3 Bad PPI: disrupts binding of bovine 14-3-3 zeta to phospho-Bad peptide. 220,000 tested, 0.71% active. P63103. TR-FRET 14-3-3zeta/Dy647-pBad peptide displacement, 1 h. inhibition, % at 21.7 µM;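 active means inhibition above about 70%, limit read from the data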;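 further: 0% = full 14-3-3 plus peptide FRET controls and 100% = background without 14-3-3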
# Hck-Nef inh: inhibitors of human Hck kinase activated by Nef | Recombinant Hck-YEEI plus Nef, Z-Lyte FRET kinase assay | inhibition, % at 20 µM | 220,000 tested, 0.68% active | AID 463187;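 active means Hck-Nef kinase inhibition above about 50%, limit read from the data; inactive means inhibition below that limit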;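 further: 0% = DMSO with Hck plus Nef and 100% = Hck alone without Nef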
# Target sequence (P08631 whole entry, looked up): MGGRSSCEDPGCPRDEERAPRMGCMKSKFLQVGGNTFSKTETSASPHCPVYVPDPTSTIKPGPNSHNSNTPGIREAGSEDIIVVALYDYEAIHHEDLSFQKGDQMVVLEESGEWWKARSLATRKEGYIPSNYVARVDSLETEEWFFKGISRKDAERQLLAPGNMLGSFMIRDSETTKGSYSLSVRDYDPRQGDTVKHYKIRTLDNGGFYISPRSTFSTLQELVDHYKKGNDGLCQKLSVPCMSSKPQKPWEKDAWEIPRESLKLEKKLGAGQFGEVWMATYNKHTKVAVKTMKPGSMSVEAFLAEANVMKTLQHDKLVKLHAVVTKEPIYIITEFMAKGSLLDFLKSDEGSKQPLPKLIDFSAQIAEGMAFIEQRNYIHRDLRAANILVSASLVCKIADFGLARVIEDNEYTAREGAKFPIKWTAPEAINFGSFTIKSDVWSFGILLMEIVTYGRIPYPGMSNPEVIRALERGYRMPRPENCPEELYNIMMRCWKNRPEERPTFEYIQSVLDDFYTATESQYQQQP
# TbHK1 inh: T. brucei hexokinase 1 inhibition; 220,000 tested, 0.11% active; recombinant TbHK1, G6PDH-coupled NADH A340; AID 1430; inhibition, % at 10 µM;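 active means inhibition of 50% or more in the single-dose primary screen; inactive means inhibition below 50%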
# Calpain2 inh: inhibitors of pig calpain II | inhibition, % at 16 µM | 220,000 tested, 0.37% active | purified calpain II, fluorogenic peptide substrate, 30 min;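 active means inhibition above about 50%, limit read from the data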
# Starred values were filed as active, the others as inactive; i = inactive; nt = no result given; [ ] = another dose, or the depositor's remark. This is a subset; count on the stated rates, not on these rows.
structure	eIF4E 4G PPI	EP2 mod	L929 necroptosis	Rad51 HR inh	PGE2 EP2 inh	14-3-3 Bad PPI	Hck-Nef inh	TbHK1 inh	Calpain2 inh
COC(=O)c1c[nH]n2c(=O)c(Cc3ccc(F)cc3Cl)c(C)nc12	4.4	12.4	0.6	-5.0	13.3	-7.3	1.2	2.9	23.7
O=C(NCc1ccc2c(c1)OCO2)c1ccc(N2CCCC2=O)cc1	-3.1[fluorescence artefact?]	14.2	0.7	9.2	7.1	4.6[fluorescence artefact?]	-2.9	2.3	-12.4
CC(=O)c1cccc(S(=O)(=O)N2CCC(C(=O)O)CC2)c1	-2.5	6.0	2.2	-10.8	8.8	-3.9	21.2	4.5	-44.2
O=c1[nH]nc(SCCS(=O)(=O)c2ccc(F)cc2)n1-c1ccccc1C(F)(F)F	8.3	-20.5	1.1	39.1	3.1	7.9	12.9	5.3	3.4
Cn1nnnc1SCc1ccc(C(=O)Nc2ccccc2F)cc1	8.7	-40.9	0.1	-1.1	0.7	-2.7	1.9	-1.8	-8.2
Cc1cccn2c(CNCC(C)Oc3cccnc3)c(C(=O)N3CCOCC3)nc12 (stereo not given)	1.2	-7.5	-0.1	-2.6	9.3	3.0	18.1	7.9	2.7
COc1ccccc1NS(=O)(=O)c1cc([N+](=O)[O-])ccc1N/N=C/c1c[nH]c2ccccc12	-2.9	-30.8	0.5	-89.4	11.4	7.1	2.5	-9.4	-23.8
CCc1c(-c2n[nH]c(=S)n2Cc2ccccc2)csc1C	8.6[fluorescence artefact?]	50.9	-0.3	7.1	6.2	7.6	8.1	5.1	9.4
CCc1ccccc1NC(=S)N(Cc1cccs1)C1CCCC1	-5.8	10.0	1.0	3.0	4.4	3.5	7.3	-0.7	40.9
Cc1ccc(C)c(NC(=O)CSc2nc3ccc(N4C(=O)c5ccccc5C4=O)cc3s2)c1	-2.7	-71.2	1.6	4.0	11.2	6.4	6.1	5.3	-99.6
O=C(O)COc1ccc(C(=O)Cc2ccc3c(c2)OCCCO3)c(O)c1	-4.9	22.7	-0.2	-4.2	10.8	-5.4	2.3	29.7	-3.9
Cc1scc(C(=O)NNC(=O)CCC(=O)O)c1C	-4.2	13.5	0.8	6.0	7.2	-8.3	15.2	3.5	-11.3
CCN(CC)CCNC(=S)NC(=O)c1cn(-c2ccccc2)nc1-c1ccc(OC)cc1	-1.2	-8.6	-0.1	2.4	12.0	-2.0	0.2	-3.3	-13.5
CCOc1ccc2c(c1)-c1c(ssc1=S)C(C)(C)N2	3.7[fluorescence artefact?]	25.8	0.0	-5.6	9.9	-8.0	3.7	-10.2	8.3
CCn1c(Cc2ccccc2)n[nH]c1=S	-7.4	-20.0	1.4	28.6	7.0	-2.1	0.3	0.3	-1.9
Cc1cccc(N2CCN(C(c3ccccc3)c3nnnn3CC3CCCO3)CC2)c1C (stereo not given)	0.5	31.2	-0.3	-2.5	11.2	-8.7	1.2	-7.0	15.1
CCOc1ccccc1NC(=O)Nc1cnccn1	-1.2	-1.8	80.3*	4.3	16.5	-21.4	22.1	-3.7	-35.4
CCc1ccc(NC(=O)C(=O)NCCN2CCN(C(=O)c3ccco3)CC2)cc1	6.7[fluorescence artefact?]	5.6	0.7	12.2	-2.6	-14.9	6.0	7.8	-18.5
COc1ccc2cc(C#N)c(SCC(=O)N3CCCC3)nc2c1	7.0	15.4	-0.7	-19.9	8.0	8.7	10.7	-9.6	-69.0
Cc1ccccc1NC(=S)N(Cc1ccccc1)Cc1cccnc1	-1.0	-3.7	-0.4	-1.5	0.1	0.1	-0.3	-6.3	2.4
Cc1sc2ncnc(NCc3cccs3)c2c1C	4.8	15.1	0.2	-8.5	8.0	3.0[fluorescence artefact?]	0.4	-0.9	-9.1
O=C(c1cccnc1)N1CCN(S(=O)(=O)c2ccc(Cl)cc2)CC1	0.5	-8.0	0.1	-5.7	5.2	-5.3	2.9	-8.3	-6.8
CCN(CC)Cc1ccc(OC)c(Cl)c1	-1.3	-19.9	-0.4	-7.0	7.6	0.2	9.7	-10.0	-20.4
COc1ccc(/C=C/C(=O)OCC(=O)c2c(C)[nH]c3ccccc23)cc1OC	0.0	-59.2	0.2	nt	11.2	7.2[fluorescence artefact?]	-29.8	-8.3	-61.2
Cc1ccc(-n2c(SCC(=O)Nc3ccc4cn[nH]c4c3)nnc2-c2ccco2)cc1	1.1[fluorescence artefact?]	39.8	-0.1	6.5	13.2	2.0[fluorescence artefact?]	5.7	2.7	0.3
COc1ccc(C2=NO[C@@H]3[C@@H]4C[C@@H]([C@H]5C(=O)N(c6ccc7c(c6)OCO7)C(=O)[C@@H]45)[C@H]23)cc1OC	3.9	15.1	1.8	-2.4	4.3	-2.2[fluorescence artefact?]	-0.2	0.5	-19.8
CCOC(=O)c1[nH]c2ccccc2c1NC(=O)C(CC)CC	-5.4	-4.8	-0.7	7.8	8.3	6.4	0.9	-3.9	-45.7
CC1Cc2ccccc2N1C(=O)Cc1cccs1 (stereo not given)	-7.5[fluorescence artefact?]	25.9	-0.4	1.7	4.9	-6.1	-6.8	7.6	-42.6
Cc1nc2sc(C(c3cccc(F)c3)N3CCOCC3)c(O)n2n1 (stereo not given)	2.5[fluorescence artefact?]	15.6	1.2	7.7	8.0	-6.9	-0.4	2.8	-11.0
COc1ccc(OC)c(NC(=O)C(=O)NCc2ccncc2)c1	0.8	-17.3	0.4	nt	19.1	-10.8	1.0	24.3	-185.5

# An excerpt of these results, with each value named.
> CCc1ccccc1NC(=S)N(Cc1cccs1)C1CCCC1
- eIF4E 4G PPI: -5.8
- EP2 mod: 10.0
- L929 necroptosis: 1.0
- Rad51 HR inh: 3.0
- PGE2 EP2 inh: 4.4
- 14-3-3 Bad PPI: 3.5
- Hck-Nef inh: 7.3
- TbHK1 inh: -0.7
- Calpain2 inh: 40.9

> Cc1ccc(C)c(NC(=O)CSc2nc3ccc(N4C(=O)c5ccccc5C4=O)cc3s2)c1
- eIF4E 4G PPI: -2.7
- EP2 mod: -71.2
- L929 necroptosis: 1.6
- Rad51 HR inh: 4.0
- PGE2 EP2 inh: 11.2
- 14-3-3 Bad PPI: 6.4
- Hck-Nef inh: 6.1
- TbHK1 inh: 5.3
- Calpain2 inh: -99.6

> O=C(O)COc1ccc(C(=O)Cc2ccc3c(c2)OCCCO3)c(O)c1
- eIF4E 4G PPI: -4.9
- EP2 mod: 22.7
- L929 necroptosis: -0.2
- Rad51 HR inh: -4.2
- PGE2 EP2 inh: 10.8
- 14-3-3 Bad PPI: -5.4
- Hck-Nef inh: 2.3
- TbHK1 inh: 29.7
- Calpain2 inh: -3.9

# The results go on.
structure	eIF4E 4G PPI	EP2 mod	L929 necroptosis	Rad51 HR inh	PGE2 EP2 inh	14-3-3 Bad PPI	Hck-Nef inh	TbHK1 inh	Calpain2 inh
CCCNC(=O)CN1C(=O)NC(CCSC)C1=O (stereo not given)	3.0	-3.0	2.0	2.8	18.3	-4.9	-0.3	-8.2	11.5
C=CCN1C=C2C(=O)C(C)(OC(=O)CCC(=O)OC)C(=O)C=C2C=C1C1CC1 (stereo not given)	-2.8	14.1	0.1	1.9	9.0	0.0	6.0	-30.0	12.0
CC(C)C(=O)Nc1cccc(C(=O)Nc2cc([N+](=O)[O-])ccc2Cl)c1	-2.9	-40.2	0.6	7.5	9.2	-10.3	19.0	4.0	7.5
CCC(=O)Nc1ccc(/C(C)=N/NC(=O)c2c(-c3ccccc3Cl)noc2C)cc1	-5.0	-5.0	1.1	11.9	1.2	-4.2	-1.1	-3.9	19.3
COc1ccc(N(CC(=O)Nc2cccc(C(C)=O)c2)S(C)(=O)=O)cc1OC	3.0	11.8	2.5	4.3	11.3	0.2	-10.2	-7.3	-5.8
O=c1[nH]c(Nc2ccccc2)cc2ccccc12	-2.8	-28.6	2.9	-51.4	11.9	-12.8[fluorescence artefact?]	8.1	-3.9	i
COc1ccc(NC(=O)Cn2cc(S(=O)(=O)Cc3ccccc3)c3ccccc32)c(OC)c1	-0.4	2.1	-0.2	-0.3	9.8	1.8[fluorescence artefact?]	1.3	2.1	-122.6
c1cncc(-c2cccnc2)c1	2.9	1.0	1.3	-3.6	0.7	5.7	-0.1	2.1	3.5
CC(C)(C)c1ccc(NC(=O)Nc2ccc(OCC(=O)N3CCOCC3)cc2)cc1	1.8	7.9	80.2*	-114.1	4.4	-7.5	0.1	-5.4	-57.4
C#CCNC(=O)C1=C[C@@H](c2cn(C(C)=O)c3ccccc23)C[C@@H](OCCCCO)O1	-0.8	-7.3	1.2	nt	nt	5.9	-6.8	-13.8	-25.3
COc1ccc(CN2CCC(C(=O)NCCc3ccc(OC)c(OC)c3)CC2)c(OC)c1	2.6	-15.7	-0.8	-6.6	9.4	-3.1	-2.1	4.5	26.3
COc1cc(NS(=O)(=O)c2ccc(NC(=O)COc3ccc(C)cc3C)cc2)nc(OC)n1	2.7	-27.2	0.0	2.0	6.5	-2.9	0.5	1.9	14.3
CCO[C@H]1OC(C(=O)N2CCN(C)CC2)=C[C@@H](c2ccc(C(F)(F)F)cc2)[C@@H]1CCCO	-1.0	-7.4	-1.5	-12.3	5.2	-1.9	-3.9	-6.6	-10.3
CCOc1cc(N2CCOCC2)c(OCC)cc1NC(=O)CN1C(=O)NC(Cc2ccccc2)C1=O (stereo not given)	16.8	-32.8	-0.1	7.5	10.7	4.3[fluorescence artefact?]	1.1	-3.9	27.1
O=S(=O)(Cc1ccc(Cl)cc1)Nc1ccc(Cl)cn1	4.9	1.9	0.7	nt	4.0	8.0	4.1	-0.5	3.7
c1ccc(-c2csc(-c3cccnc3)n2)cc1	-4.8	-1.5	29.4	4.4	18.5	1.1	17.7	-4.5	-17.2
COc1ccc(CCN(C)C(=O)CNC(=O)c2ccccc2F)cc1OC	1.1	9.8	0.2	3.9	1.6	0.1	16.0	-0.9	20.2
O=C(O)c1cccc(NC(=O)c2cc(-c3cccc(Cl)c3)nc3ccccc23)c1	-4.7	-47.6	0.9	11.1	13.3	-7.0	7.6	-8.9	-18.8
COc1ccc(OCC#CCn2ccnc2)cc1	-1.4	27.2	0.5	-0.5	5.7	39.9	23.7	1.0	-1.2
C=CCN1C(=O)/C(=C/c2cccs2)S/C1=N\S(=O)(=O)c1ccc(F)cc1	-0.1	9.6	1.3	4.3	4.4	3.5	3.9	-1.7	2.2
N#Cc1ccc(CSc2nnc(-c3cccnc3)n2-c2ccccc2)cc1	-1.4	12.4	-0.9	3.9	2.1	-3.2	1.4	0.6	17.9
COc1ccc2c(c1)C(C)=CC(C)(C)N2C(=O)CSc1nnc(-c2ccc(C)cc2)o1	-17.8	56.1	0.3	5.2	0.2	8.8	-1.3	-4.8	0.2
Cc1cc(C)nc(Sc2nc(Nc3ccccc3)nc(Sc3nc(C)cc(C)n3)n2)n1	17.3	19.0	-0.1	1.0	1.5	-3.6	12.0	4.6	3.4
CCN(CC)S(=O)(=O)c1ccc(NS(=O)(=O)c2cccs2)cc1	3.4	27.8	17.0	-10.9	13.6	-10.5	1.5	26.7	-21.4
CCN(CC)C(=O)CSc1nc2sc3c(c2c(=O)n1-c1ccc(C)cc1)CC(C)(C)SC3	-48.3	23.1	0.6	3.5	14.5	-2.3	0.1	-20.0	-230.8
Cc1cc(C)nc(NC(=NCCc2c[nH]c3ccccc23)NC(=O)c2ccco2)n1	1.9[fluorescence artefact?]	17.4	1.7	4.0	4.4	-0.8	-0.7	-4.7	-30.4
O=C(c1ccccc1)N1CCN2C(=O)c3ccccc3C12c1ccc(Cl)cc1 (stereo not given)	10.3	15.0	-0.7	8.3	7.7	46.2	-1.9	-13.0	29.9
CSc1nc2c(cnn2-c2ccccc2)c(=O)n1N	10.5	3.1	2.7	10.5	7.8	-13.7	27.8	0.7	7.3
Cc1ccc(NC(=O)CSc2nnc(Cn3c(=O)sc4ccccc43)n2C)cc1Cl	-0.3	2.4	-0.4	nt	nt	12.1	-2.2	-1.0	-15.8
